# CHT PAM: allosterically activates the human high affinity choline transporter. 310,000 tested, 0.49% active. Q9GZV3. B-score at 10 µM. CHT-expressing cells, membrane potential dye, choline EC20; active compounds read high; LV-AA mutant CHT in HEK293 cells;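 active = initial fluorescence not abnormally high and integrated response B-score, plate-corrected, over 3 SD above library mean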
# Target sequence (Q9GZV3 whole entry, looked up): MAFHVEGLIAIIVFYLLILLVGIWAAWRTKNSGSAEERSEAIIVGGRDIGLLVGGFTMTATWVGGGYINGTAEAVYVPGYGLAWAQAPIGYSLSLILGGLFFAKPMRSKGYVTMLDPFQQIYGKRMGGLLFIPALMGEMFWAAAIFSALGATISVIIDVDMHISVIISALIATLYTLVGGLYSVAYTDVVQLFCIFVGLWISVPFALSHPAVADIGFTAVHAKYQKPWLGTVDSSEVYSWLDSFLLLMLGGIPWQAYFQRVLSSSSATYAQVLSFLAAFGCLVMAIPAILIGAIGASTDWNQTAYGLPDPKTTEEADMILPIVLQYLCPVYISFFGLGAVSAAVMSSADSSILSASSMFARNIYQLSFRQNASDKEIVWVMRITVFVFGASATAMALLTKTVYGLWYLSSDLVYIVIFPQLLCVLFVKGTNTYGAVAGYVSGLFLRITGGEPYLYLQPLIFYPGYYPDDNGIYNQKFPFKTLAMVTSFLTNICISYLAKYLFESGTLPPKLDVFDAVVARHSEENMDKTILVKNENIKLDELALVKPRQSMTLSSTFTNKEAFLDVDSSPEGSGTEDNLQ
# OX1R antagonist: human HCRTR1 antagonism; 330,000 tested, 0.43% active; inhibition, % at 5 µM; CHO/OX1R cells, Fluo-8 calcium fluorescence, orexin A; O43613;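 active = inhibition above its plate's threshold, mean inhibition of all tested compounds on the plate plus 3 SD, cut at about 37% in these data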;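 also: 0% = orexin A challenge wells and 100% = SB-334867-A antagonist wells; not every result past the cut was called active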
# Target sequence (O43613 whole entry, looked up): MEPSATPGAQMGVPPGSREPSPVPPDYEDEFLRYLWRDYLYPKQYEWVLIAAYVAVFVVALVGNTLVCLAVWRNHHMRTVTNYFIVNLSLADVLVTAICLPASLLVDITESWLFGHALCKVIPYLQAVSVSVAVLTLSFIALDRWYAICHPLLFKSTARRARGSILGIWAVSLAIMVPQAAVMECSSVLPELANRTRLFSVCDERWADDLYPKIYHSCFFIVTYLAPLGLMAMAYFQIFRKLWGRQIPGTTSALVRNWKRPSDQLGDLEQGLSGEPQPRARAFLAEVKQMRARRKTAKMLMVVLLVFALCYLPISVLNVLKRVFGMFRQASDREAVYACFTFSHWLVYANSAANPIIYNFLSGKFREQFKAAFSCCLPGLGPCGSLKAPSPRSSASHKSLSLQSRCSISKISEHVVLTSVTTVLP
# * marks the source's active call; other numbers are inactive results; i = inactive; . = not tested or not shown.
compound,CHT PAM,OX1R antagonist
CCOC(=O)CNC(=O)CSc1nnc(NC(=O)c2ccc3c(c2)OCO3)s1,i,-8.4
Cc1ccc(OCC(=O)N/N=C/c2cn[nH]c2-c2ccc(Cl)c(Cl)c2)cc1,i,-16.0
COC(=O)C1(C)CC1(c1ccccc1)c1ccccc1 (configuration not stated),i,-2.6
O=C1c2ccccc2C(Nc2ccc(S(=O)(=O)N3CCOCC3)cc2)N1c1ccccn1 (configuration not stated),i,-10.3
Cn1c(N)c(S(=O)(=O)N2CCN(c3ccccc3Cl)CC2)c(=O)n(C)c1=O,i,-9.7
COc1ccc(/C=C(/NC(=O)c2ccc(OC)cc2)C(=O)NCCc2c[nH]c3ccccc23)cc1,i,-16.1
O=C(CCNS(=O)(=O)c1cccc2nsnc12)N1CC(=O)N(CCc2ccccc2)C(=O)C1,i,-21.3
Cc1ccc(C2=NN(C(=O)CCCC(=O)O)C(c3ccc4c(c3)OCO4)C2)cc1 (configuration not stated),i,-13.9
CCOC(=O)c1cnn(-c2ccccc2)c1-n1cccc1C(=O)C(=O)Nc1ccc(F)cc1,i,-16.8
CC(=O)N1[C@H](Cc2ccccc2)C=C[C@]1(C)C(=O)NCc1ccc(C)o1,i,-20.4
O=[N+]([O-])c1cccc(-c2nnc(C34CC5CC(CC(C5)C3)C4)o2)c1,i,-14.9
O=C(Cc1ccccc1)c1c[nH]c(C(=O)NC2CCCC2)c1,i,-15.5
Cc1cccc(CSc2ncnc3nc[nH]c23)c1,i,-15.6
CN(C)/C=N/c1nc2nccc(-c3ccccc3)n2n1,i,-16.4
O=C(CCNC(=O)c1ccc(Br)cc1)NCCCN1CCCC1=O,.,-4.4
S=C(NCCc1ccccc1)Nc1c(Cl)cccc1Cl,i,-36.2
Cc1ccc2nc(-c3cc(-c4ccccc4)no3)cn2c1,i,-29.4
Cc1cccc(N2CCN(C(=O)CSc3ccsc3[N+](=O)[O-])CC2C)c1 (configuration not stated),i,-15.7
CCc1ccc(N2CC34C=CC(O3)C(C(=O)OC)C4C2=O)cc1 (configuration not stated),i,10.3
Nc1nc(N)c2c(n1)CCCC2,i,-14.4
CC1(C)CC(NCc2ccccc2)CCO1 (configuration not stated),i,-11.3
CC(=O)Oc1ccc(C(=O)N2c3ccccc3NC(=O)C2C)cc1 (configuration not stated),i,-18.5
CCN(C(=O)COC(=O)c1nc2nc(C)cc(C)n2n1)C1CCCCC1,i,-15.0
CCC1C/C(=C/c2ccco2)C(=O)/C(=C/c2ccco2)C1 (configuration not stated),i,-15.4
Cn1c(-c2ccccc2)c(C(=O)CC#N)c2ccccc21,i,-40.3
CCC(C)(C)NC(=O)C(c1ccc(C)cc1)N(Cc1cccs1)C(=O)c1ccc2c(c1)OCCO2 (configuration not stated),i,-10.1
CCN1C[C@@H]2[C@@H]3C(=O)N(Cc4ccccc4)C(=O)[C@@H]3[C@](Cc3ccccc3)(C(=O)OC)N2C1=NC,.,-15.8
COC(=O)CNC(=O)c1c(-c2ccccc2Cl)noc1C,i,1.9
COc1ccc(N2CCN(C(=O)c3ccc4c(c3)NC(=O)C(CSCc3cccc(F)c3)N4)CC2)cc1 (configuration not stated),i,6.5
O=C(CN1CCOCC1)N/N=C/C(Br)=C\c1ccccc1,i,-9.0
CCOc1ccc(NC(=O)CC(NC(C)=O)c2ccccc2)cc1S(=O)(=O)N1CCCC1 (configuration not stated),.,6.4
COc1ccccc1CNC(=O)C1CC2Cn3c(nc4ccccc43)C2N1C (configuration not stated),i,-26.3
CC(=O)N1c2ccccc2Oc2cc3ccccc3cc21,i,-16.5
Cc1ccccc1CN1CCN(c2ccc(S(=O)(=O)N3CCCC3)cn2)CC1,.,-26.6
O=C(NC1C2CCCC1CN(C1CC1)C2)c1ccc(Cl)cc1 (configuration not stated),i,.
COc1ccccc1NC(=O)CCCC(=O)OCC(F)(F)C(F)F,i,8.8
COCCCNC(=O)COc1ccc(S(=O)(=O)Nc2ccccc2)cc1,i,-16.1
COc1cccc(CNC(=O)CCC(=O)N2CC(C)Oc3ccccc32)c1OC (configuration not stated),i,-14.3
COc1cc(NC(=O)c2ccc(Cl)cc2)c(Cl)cc1NC(=O)c1cccnc1,i,-26.4
COc1cc(CNc2ccc(C(=O)O)cc2)cc(Br)c1OCC(=O)NC(C)(C)C,i,-11.9
COc1ccc(C(=O)C(OC(=O)c2ccccc2Cl)c2ccccc2)cc1 (configuration not stated),i,1.9
CCc1c(C(=O)NNC(=S)NCc2ccccc2)csc1C,i,-29.7
O=C(Cn1c(=O)oc2cc(S(=O)(=O)N3CCCC3)ccc21)N1CCc2ccccc2C1,i,-3.1
CC(C)NC(=O)NC(=O)COC(=O)c1ccc(S(=O)(=O)Nc2ccccc2)cc1,i,-11.6
O=C(O)c1ccccc1/C=N/NC(=O)c1cc(-c2ccco2)nc2ccccc12,i,-2.9
COC(=O)c1cc2occc2n1CC(=O)Nc1cc(OC)cc(OC)c1,i,-12.3
Cc1cccc(C)c1NC(=O)CN(C)C(=O)C(c1ccccc1)c1ccccc1,i,-12.6
O=C(Nc1nc(-c2cc(Cl)sc2Cl)cs1)c1ccccc1,i,-32.2
CC(=O)c1c2c3c(c(Br)ccc3n(C)c1=O)C(=O)c1ccccc1-2,i,-4.0
Cn1c(C(=O)N2CCN(c3nc4ccccc4s3)CC2)cc2sccc21,i,-10.4
Cc1nc(SCC(=O)Nc2cccc(C(=O)O)c2)n[nH]1,i,-0.3
C=CCn1c(SCc2c(C)noc2C)nc2sc3c(c2c1=O)CCC(C)C3 (configuration not stated),i,-32.4
Cc1c(CN(C)C(=O)c2nn(C)cc2[N+](=O)[O-])cnn1C,i,9.6
COc1cccc(C(=O)Cn2c(N3CCOCC3)nc3c2c(=O)n(C)c(=O)n3C)c1,i,-3.1
CCOc1ccc(CCNC(=O)c2cccc(S(=O)(=O)N3CCCC3)c2)cc1OCC,i,-36.3
Cc1oc2ccc(O)c(CN(C)C)c2c1C(=O)c1ccccc1,i,-25.2
CCCS(=O)(=O)N1CCCC(C(=O)NCCN2CCC(Cc3ccccc3)CC2)C1 (configuration not stated),i,-43.7
CC(/C=C1\SC(=S)N(NC(=O)c2ccc(O)cc2)C1=O)=C\c1ccccc1,i,-18.8
COc1cc(=O)oc(CCC(C)O)c1C (configuration not stated),.,0.5
CCC1=NN2C(=N)/C(=C\c3ccc(OCCOc4ccc(NC(C)=O)cc4)c(OC)c3)C(=O)N=C2S1,i,-15.2

# (next part)
compound,CHT PAM,OX1R antagonist
COc1ccccc1-c1sc2ccccc2c1-c1ccc(Br)nc1,.,-21.1
O=C(Nc1ccccc1)c1cc(-n2cnnc2)ccc1Cl,i,-6.0
COCCn1c(SCC(N)=O)nc2c(c1=O)SC(C)C2 (configuration not stated),i,-11.9
Cc1cc(OCc2cc(C(=O)NC3CCC3)no2)cc(C)c1Cl,i,-10.2
CC(SC1=Nc2ccccc2C2CC=NN12)C(=O)NC1(C#N)CCCCC1 (configuration not stated),i,-21.7
CCOc1c(Cl)cc(CNC(C)(C)CC(C)(C)C)cc1OC,i,-34.5
COc1ccc(-c2ccc(/C=C3/C(=N)N4C(C)=CSC4=NC3=O)o2)c([N+](=O)[O-])c1,i,11.3
CCCN(CCC)S(=O)(=O)c1ccc(C(=O)Nc2cc3oc4ccccc4c3cc2OC)cc1,i,-0.7
Brc1ccc(-c2nn[nH]n2)cc1,i,9.1
Cc1cccc(NC(=O)c2ccoc2C)n1,i,-18.2
CCCCCCC(=O)N(O)C1CC(=O)N(Cc2ccccc2)C1=O (configuration not stated),i,-4.5
CC(=O)c1ccc(-n2cc(C#N)c(=O)[nH]c2=O)cc1,i,-5.8
COC(=O)c1ccc(N2CCOCC2)c(F)c1,i,1.7
CCN(CC)C(=O)CSc1nc2ncc(Cl)cc2[nH]1,i,-26.4
CC(C)(C)c1ccc(-c2nc3n(c(=O)c2C#N)CCS3)cc1,i,-8.8
COc1ccc(CCNC(=O)C2CCN(Cc3nc(-c4cccc(Cl)c4)oc3C)CC2)cc1OC,i,-14.4
COc1ccc(NC(=O)Nc2nc3c(s2)CCCC3)cc1,i,-32.4
Nc1nc(SCC(=O)Nc2cccnc2Cl)n[nH]1,i,0.3
CN1CCCN(c2ccc([N+](=O)[O-])cc2)CC1,i,-9.1
CC(=O)/C(C#N)=C1\NC(=O)C(Cc2ccccc2)S1 (configuration not stated),i,-5.2
CCN(CC)C(=O)Cn1cc(S(=O)(=O)CC(=O)NCCc2ccc(OC)c(OC)c2)c2ccccc21,i,-24.7
COc1ccc(-n2c(=O)[nH]cc(C(=O)Nc3ccc4c(c3)OCO4)c2=O)cc1OC,i,-10.3
Cc1ccc(NC(=O)CCn2cccc2)cc1,i,-22.2
CC(C)(C)c1ccc(C(=O)NCC(=O)OCC(=O)Nc2ccccc2[N+](=O)[O-])cc1,i,3.0
Cn1c(=O)c2c(ncn2CC(=O)Nc2ccccc2N2CCOCC2)n(C)c1=O,i,-27.6
COc1cc(/C=N/NC(=O)c2cc(-c3cccn3C)n[nH]2)cc(OC)c1OC,i,-11.0
CCCCC/C(=N\NC(=O)Nc1ccccc1)c1ccccc1,i,-35.1
CC(C)C(OC(=O)c1cccs1)C(=O)NCc1ccc(F)cc1 (configuration not stated),i,-31.8
O=C(CN1C(=O)NC2(CCOc3ccccc32)C1=O)c1ccc(F)cc1 (configuration not stated),i,-17.6
O=C(/C=C/c1ccc(Br)cc1)c1ccc(NC(=O)c2ccco2)cc1,i,-8.7

# Pulled by structure from the list above (2):
compound,CHT PAM,OX1R antagonist
CN1CCCN(c2ccc([N+](=O)[O-])cc2)CC1,i,-9.1
Cc1cccc(NC(=O)c2ccoc2C)n1,i,-18.2

# (more compounds)
compound,CHT PAM,OX1R antagonist
Cc1oc(-c2ccccc2Cl)nc1CSCC(=O)O,i,7.4
Cc1cc(C)n(CCC(=O)Nc2cccc(F)c2)n1,i,0.4
Cc1c(C)n(C)c2ccc(C(=O)Nc3cccc4ccccc34)cc12,i,10.0
COCc1nc(-c2ccc(-c3ccccc3)nc2OC)no1,i,-24.5
Cc1cccc(NC(=O)Nc2ccccc2)n1,i,-28.1
O=C(O)c1cccc(S(=O)(=O)Nc2cccc(S(=O)(=O)N3CCCCCC3)c2)c1,i,-6.7
CC1CN(C(=O)CCC(=O)NCc2ccc(Cl)cc2)c2ccccc2O1 (configuration not stated),i,-30.6
Cc1ccc(CNCc2cccnc2)s1,i,-20.3
O=c1cc(C(F)(F)F)[nH]c2c(OC(F)(F)F)cccc12,i,2.6
Cc1cc(C)n(CCC(=O)N=Nc2c(O)[nH]c3ccc(Br)cc23)n1,i,-31.7
COc1ccc(CC(=O)NNC(=S)Nc2ccc(Br)cc2)cc1,i,-4.8
O=C(c1ccc(=O)[nH]n1)N1CCN(S(=O)(=O)c2ccc(C(F)(F)F)cc2)CC1,.,-8.4
Cc1ccccc1NC(=O)C1c2cccc[n+]2CC(=O)N1Cc1ccc2c(c1)OCO2 (configuration not stated),i,-27.2
CCCCN=C1NN=C(c2ccc3c(c2)OCCO3)CS1,i,-33.5
CCc1nc2c(cnn2-c2ccc(F)cc2)c(=O)n1-c1ccc(N2CCC(C)CC2)cc1,i,-35.7
COCCN(C(=O)CCC(=O)Nc1cc(C)on1)C(C(=O)NC(C)(C)C)c1ccc(OC)cc1 (configuration not stated),i,-14.7
O=C(CC1S/C(=N/N=C/c2cccnc2)NC1=O)Nc1ccccc1 (configuration not stated),i,-12.7
CC1(C)CC(C(=O)Nc2nccs2)CCO1 (configuration not stated),i,-7.0
O=C(CCc1nnc2ccc(N3CCC4(CC3)OCCO4)nn12)Nc1cc(F)ccc1F,i,-4.4
COCCOC(=O)/C(C#N)=C/c1cn(Cc2ccccc2)nc1-c1cccnc1,i,-23.0
Cc1nn(CC(=O)O)c(C)c1Cl,i,8.1
O=C1c2ccccc2CC1(Cc1ccccc1)Cc1ccccc1,i,-37.6
CCCn1c(=O)c2ccccc2n2c(SCC(=O)c3ccccc3)nnc12,i,-17.2
Cc1ccnc(SCc2cc(=O)c(OC(=O)c3ccc(S(=O)(=O)N(C)C)cc3)co2)n1,i,-23.9
Cc1ccc(NC(=O)N2CCC(C(N)=O)CC2)cc1,i,-5.4
O=S(=O)(c1ccc(Cl)cc1)N1CCN(C(=S)NCC2CCCO2)CC1 (configuration not stated),i,-12.1
CCN1C(=O)c2ccccc2S(=O)c2ccc(C(=O)N3CCOCC3)cc21 (configuration not stated),i,-7.8
CCCCn1c(N)c(N(CCOC)C(=O)c2cc(-c3ccc(C)cc3)nc3ccccc23)c(=O)[nH]c1=O,i,-9.9
CCOC(=O)N1CCN(CC(O)COc2ccccc2[N+](=O)[O-])CC1 (configuration not stated),i,-34.4
O=C(CCCC(=O)c1ccccc1)Nc1ccc(F)cc1,i,-5.5

# Next part (three carried over from the part before).
compound,CHT PAM,OX1R antagonist
CCCCn1c(N)c(N(CCOC)C(=O)c2cc(-c3ccc(C)cc3)nc3ccccc23)c(=O)[nH]c1=O,i,-9.9
CCOC(=O)N1CCN(CC(O)COc2ccccc2[N+](=O)[O-])CC1 (configuration not stated),i,-34.4
O=C(CCCC(=O)c1ccccc1)Nc1ccc(F)cc1,i,-5.5
Cc1ccc2[nH]c(C(=O)N3CCN(c4cccc(Cl)c4)CC3)cc2c1,i,-20.7
Cc1ccc(N=c2oc3cc(O)ccc3cc2C(N)=O)cc1,i,11.2
N#CC1=C(N)N=C(SCc2ccccc2)C(C(N)=O)C12CCCCC2 (configuration not stated),i,-12.3
CCn1nnc(NC(=O)COc2cc(C)ccc2C(C)C)n1,i,-9.5

# Assay outcomes from PubChem BioAssay.
